# CaV13 ICDI inh = Disruptors of the CACNA1D IQ motif to Ca2+-dependent inactivation inhibitor domain association, primary screening, Förster resonance energy transfer in intact living …; HEK cells, CFP/YFP FRET ICDI-IQ, plate reader, 10 min; percent FRET-ratio fall versus neutral wells; inhibition, % at 12.3 µM; 340,000 tested, 0.098% active; AID 743397;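 active = mean replicate inhibition of at least 30% and at least 1% of replicates passing that level; inconclusive = only one of the two criteria is met; inactive = neither criterion is met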;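 note: 0% = median of the neutral control wells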
# MC4R barr agon = activates human MC4R beta-arrestin recruitment; P32245; U2OS MC4R beta-arrestin complementation, luminescence; percent of melanotan II response, DMSO zero; activation, % at 8.9 µM; 360,000 tested, 0.98% active;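 active = activation above a per-plate cutoff, the mean activation of sample wells on that plate plus 3 SD, cut at about 8% in these data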
# Target sequence (P32245 whole entry, looked up): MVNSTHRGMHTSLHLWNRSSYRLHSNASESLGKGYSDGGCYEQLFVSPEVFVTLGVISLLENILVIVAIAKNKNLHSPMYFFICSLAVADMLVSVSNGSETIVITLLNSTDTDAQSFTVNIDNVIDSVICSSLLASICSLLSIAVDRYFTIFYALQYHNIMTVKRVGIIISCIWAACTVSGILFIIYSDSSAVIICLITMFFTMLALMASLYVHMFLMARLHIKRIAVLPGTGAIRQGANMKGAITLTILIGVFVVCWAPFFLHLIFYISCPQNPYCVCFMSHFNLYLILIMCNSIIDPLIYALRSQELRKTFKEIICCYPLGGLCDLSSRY
# ABHD5-PLIN5 inh = ABHD5-PLIN5 protein interaction inhibition | 360,000 tested, 0.78% active | Split G. princeps luciferase complementation, luminescence, 4 h | Q00G26+Q8WTS1 | inhibition, % at 4 µM;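 active = inhibition above the mean inhibition across every tested compound plus 3 SD, cut at about 22% in these data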;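 note: 0% = DMSO only wells and the 100% control is not disclosed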
# H9c2 protect = myocardial damage modulation in H9c2 cells | H9c2 cardiomyocytes, H2O2 injury protection, ATPLite, 2 h | protection from H2O2 cell death, % at 20 µM | 360,000 tested, 0.63% active | AID 588492;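 active = compounds giving at least 50% protection of heart cells from peroxide-induced death in the single-dose screen, raw or plate-pattern-corrected value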;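 note: 0% = DMSO wells with peroxide and 100% = DMSO wells without peroxide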
# PDI inh = blocks human protein disulfide isomerase activity. P07237. PDI insulin aggregation turbidity, A650, 90 min. inhibition, % at 10 µM. 350,000 tested, 0.052% active;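 active = mean inhibition across replicates of 30% or more, whatever share of single replicates reach that level; inconclusive = mean inhibition below 30% while every single replicate reaches 30%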;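 note: absorbance from insulin aggregation driven by PDI reduction with DTT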
# Target sequence (P07237 whole entry, looked up): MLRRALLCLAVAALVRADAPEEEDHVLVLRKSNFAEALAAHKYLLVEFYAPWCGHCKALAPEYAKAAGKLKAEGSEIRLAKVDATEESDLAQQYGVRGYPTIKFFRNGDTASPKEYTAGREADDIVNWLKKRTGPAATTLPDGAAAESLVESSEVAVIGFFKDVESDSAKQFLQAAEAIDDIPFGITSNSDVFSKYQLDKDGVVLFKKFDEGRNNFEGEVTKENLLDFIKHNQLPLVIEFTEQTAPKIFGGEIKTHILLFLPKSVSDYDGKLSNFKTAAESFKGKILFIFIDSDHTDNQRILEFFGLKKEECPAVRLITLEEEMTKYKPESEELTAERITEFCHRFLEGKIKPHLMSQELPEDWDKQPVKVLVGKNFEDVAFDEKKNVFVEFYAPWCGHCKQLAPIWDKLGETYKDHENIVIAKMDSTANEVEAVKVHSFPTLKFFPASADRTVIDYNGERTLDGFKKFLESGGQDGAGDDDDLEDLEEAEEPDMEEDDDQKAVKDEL
# MC4R antag cAMP = human MC4R antagonism in cAMP assay. P32245. MC4R-expressing cells, MTII-stimulated cAMP, LANCE TR-FRET. inhibition, % at 6.5 µM. 360,000 tested, 0.48% active;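 active = inhibition above its plate's cutoff, the mean of tested wells on that plate plus 3 SD, cut at about 29% in these data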;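 note: 0% = Melanotan II alone and 100% = Melanotan II plus saturating MCL0020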
#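 system = U2OS cells with stable human MC4R expression | also added = Melanotan II challenge after compound preincubation | dosing = one concentration, 6.5 µM nominal | incubation = compound 30 min, challenge 1 h, detection 1 h | measured by = TR-FRET with Eu-cAMP and labeled anti-cAMP, 671 nm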
# ABCB6 inh MLPCN = blocks the human ABCB6 transporter | Q9NP58 | K562-ABCB6 porphyrin accumulation, flow cytometry, 1 h; hits give low values | fluorescence ratio to DMSO, % at 10 µM | 360,000 tested, 0.19% active;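 active = fluorescence ratio to DMSO below 75%, the collection mean minus 3 SD; inconclusive = too few cells collected in the well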;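 note: signal is porphyrin accumulated inside mitochondria; 100% equals median channel fluorescence of DMSO control wells; lower ratio means ABCB6 inhibition with less porphyrin fluorescence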
# N-glyco inh = blocks N-linked glycosylation in D54 reporter cells; D54 ERlucT glycosylation luciferase reporter, 24 h; percent of 100 nM tunicamycin response; reporter increase, % at 12.5 µM; 360,000 tested, 0.23% active; AID 588692;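 active = mean luciferase reporter signal, scaled so untreated is 0 and the glycosylation-blocking control 100, at or above a set limit in every replicate; inconclusive = mean reaches the limit but not every replicate does; inactive = mean below the limit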;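 note: luciferase carries N-glycosylation sites so blocking glycosylation raises the light; 0% = median of neutral control wells and 100% = median of 100 nM tunicamycin wells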
# Granule exo inh = blocks lytic granule exocytosis; TALL-104 LAMP-1 surface exposure, flow cytometry; cells stimulated with thapsigargin and PMA; inhibition, % at 10 µM; 360,000 tested, 0.66% active;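 active = inhibition above about 55%, limit read from the data; inconclusive = no clear call, values can overlap the other calls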
# HTR2A ag = mouse HTR2A agonism via beta-arrestin recruitment. P35363. CHO-K1 mHTR2A beta-arrestin complementation, luminescence; percent of 30 µM serotonin response. 360,000 tested, 0.66% active. activation, % at 7.6 µM;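 active = activation above a run cutoff, the mean activation of all tested compounds plus 3 SD, cut at about 14% in these data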;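 note: 0% = plate median of compound wells and 100% = 30 µM serotonin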
# * = called active by the depositor; ? = inconclusive; . = no result given.
SMILES,CaV13 ICDI inh,MC4R barr agon,ABHD5-PLIN5 inh,H9c2 protect,PDI inh,MC4R antag cAMP,ABCB6 inh MLPCN,N-glyco inh,Granule exo inh,HTR2A ag
CCOc1cccc2sc(N(CCCN(C)C)C(=O)c3ccc(S(=O)(=O)N(C)CC4CCCO4)cc3)nc12 (stereo unspecified),.,1.1,3,-4,6,2,98,-7,1,0
Cc1c(C)n2c(SCC(=O)N3CCOCC3)nnc2[nH]c1=O,-6,-2.0,5,-3,2,8,97,1,-6,-1
Cc1cc(C)cc(OC(=O)CS(=O)c2ccc(C(F)(F)F)cc2[N+](=O)[O-])c1 (stereo unspecified),-5,2.5,5,-12,-8,22,97,-9,24,-9
Fc1cccc(Cl)c1CN1CCN(c2nc3ccccc3s2)CC1,-3,1.6,0,-10,-1,2,94,-3,-2,6
CCc1ccc(-n2c(=O)c3c(C)c(C(=O)N(C)C)sc3n(CC(=O)NCc3ccco3)c2=O)cc1,-8,0.7,0,4,3,17,103,2,-4,-2
COc1ccc(N(CC(=O)NCCOc2ccccc2)S(=O)(=O)c2ccc(C)cc2)cc1,-4,0.9,-2,1,5,2,95,-5,78*,-13
CCOC(=O)c1cn[nH]c1C(F)(F)F,-2,-0.5,3,0,1,5,97,1,-5,-2
COc1ccc(Br)cc1-c1nc2c(c(=O)[nH]c(=O)n2Cc2ccccc2)n1C,-3,-0.4,2,-8,20,14,96,-2,9,-3
Cc1ccc(S(=O)(=O)Nc2ccc3c(c2)CC(=O)N([C@H](C)CO)C[C@@H](C)[C@H](CN(C)S(=O)(=O)c2ccccc2)O3)cc1,-4,-1.3,0,2,-11,7,98,2,-6,0
COc1ccc(Nc2ccc(S(=O)(=O)N3CCCCC3)cc2[N+](=O)[O-])cc1,-2,-0.2,13,-9,-2,18,89,-5,3,4
CCN(c1ccccc1)S(=O)(=O)c1ccc(Cl)c(C(=O)NCCc2ccc(OC)cc2)c1,-5,-0.9,-3,3,-2,0,99,1,0,-3
CC(C)CN(CC(C)C)C(=O)c1cccc(S(=O)(=O)N2CCc3ccccc32)c1,-4,-1.3,-5,-7,-1,9,95,0,6,-3
COc1ccc(C)cc1Nc1n[n+](-c2ccccc2)c(-c2ccc(C(=O)O)cc2)s1,-5,-1.4,2,1,-4,1,92,2,-11,-2
CCOc1ccc(-c2nnc(N3CCCCC3)c3ccccc23)cc1,-5,-2.1,-6,-10,1,4,82,-3,-2,3
COc1ccc(-n2c(SCC(=O)N3CCCCC3)nc(O)cc2=O)cc1,-5,-0.8,6,11,-17,1,97,1,2,4
CSc1nc(Cl)cc(N2CCOCC2)n1,3,-2.2,0,-1,-4,-11,97,1,-2,-3
CC(=O)c1ccc(-c2ccc([C@H]3[C@H]4C=CC[C@@H](C)[C@@H]4C(=O)N3Cc3ccccc3)c(F)c2)cc1,-10,-0.2,4,-15,-1,5,97,-4,2,1
COc1ccccc1OCCN1CSC(=S)N(C)C1,-5,-0.3,3,-9,14,27,100,1,0,-4
COc1ccc(/C=C2\Oc3cc(OCC(=O)N4CCC[C@H]4CO)ccc3C2=O)c(OC)c1,.,-0.3,0,8,.,1,94,0,-4,-3
Fc1ccc(N2CCN(Cc3cnc(N4CCOCC4)s3)CC2)cc1,-7,-1.6,2,4,8,-1,98,0,0,5
COc1cc(/C=N/NC(=O)C2COc3ccccc3O2)ccc1O (stereo unspecified),-15,-2.1,0,13,9,2,99,0,0,-4
CCOc1ccc(N(CC(=O)NCCc2ccc(C)cc2)S(=O)(=O)c2c(C)noc2C)cc1,-2,0.4,-2,-3,11,9,106,0,79*,0
Cc1cc2ncc(-c3cccs3)nc2cc1C,-20,0.7,7,-19,6,0,99,-18,-16,-1
COc1ccc(C(=O)N2CCNC(=O)C2CC(=O)Nc2cccc(Cl)c2Cl)cc1 (stereo unspecified),-6,-1.1,-9,-3,-1,-6,100,0,-1,-4
CCOC(=O)c1cc(CC)sc1NC(=O)C1CC1,-7,1.4,-4,0,-9,0,99,-3,5,-2
CCCNC(=O)N(C)C[C@@H]1Oc2ncc(-c3ccncc3)cc2C(=O)N([C@H](C)CO)C[C@@H]1C,-5,-0.9,6,1,5,7,98,1,5,1
COc1ccc(/C=N/Nc2nc(-c3ccc(Cl)cc3)cc(C(F)(F)F)n2)c(OC)c1,-4,3.2,-8,-4,4,9,103,-1,4,-3
COc1cccc(NC(=O)CSc2nc3c(c(-c4ccco4)c2C#N)CCCC3)c1,-10,-0.3,-3,3,-8,-11,108,2,-2,2
OCc1ccccc1OCCOc1ccc(Cl)c2cccnc12,-5,-0.9,0,-2,-6,-1,99,3,-2,-2
C=CCC[C@@H](Cc1ccc(F)cc1)C(=O)OCCNC(=O)[C@H](CC=C)CC(=O)NCCO,-6,-0.8,1,14,4,3,101,2,0,-3
FC(F)(F)c1nc(=S)c2ccccc2[nH]1,-6,-1.2,-6,13,-1,21,93,0,9,3
COc1ccc(Cc2[nH]n3c(=O)c(Cl)c(C)nc3c2-c2ccccc2)cc1,-5,-1.8,-1,28,-7,8,94,2,1,0
CCOC(=O)c1cc(-c2ccccc2)n(CC(=O)Nc2cccc(OC)c2)c1C,-2,5.3,-4,-2,-2,-5,102,-2,-2,-1
O=C1NC(CCc2ccccc2)C(=O)N1CCOc1ccccc1 (stereo unspecified),4,-0.7,-7,-12,-3,15,98,0,-3,3
O=C(Nc1ccccc1)Nc1nnc(-c2cccs2)s1,-2,-0.9,2,-4,7,10,102,-2,1,21*
Cc1ccc(-c2csc3ncnc(NS(=O)(=O)c4ccc(Cl)cc4)c23)cc1,-3,1.6,5,-10,-6,3,100,-2,2,4
COc1ccc(N=NC2C(=O)N(c3ccccc3)N=C2C)cc1 (stereo unspecified),-4,1.0,-5,-2,6,8,101,0,-14,1
COc1cccc(Nc2c(Nc3cccc(OC)c3)c(=O)c2=O)c1,-3,-0.3,1,5,-4,11,99,0,4,-4
CCOC(=O)C1(CCc2ccccc2)CCN(Cc2cnc(N(C)C)s2)CC1,1,-2.2,4,-10,0,2,99,-5,1,-7
CNc1nc(-c2ccc(Cl)cc2)cs1,-7,-1.1,-6,-16,5,1,110,-1,-3,-3
O=C(c1cc(Cl)ccc1Cl)N1CCOCC1,-8,1.1,2,-5,-6,-3,97,3,-4,-5
CC1CC(Nc2ccccc2)c2ccccc2N1C(=O)c1cccnc1 (stereo unspecified),-5,-1.2,-4,3,-1,-4,100,2,-4,6
COc1ccc(N(CC(=O)Nc2cccc(N(C)S(C)(=O)=O)c2)S(=O)(=O)c2ccccc2)cc1Cl,-4,-1.6,-3,13,-1,1,90,-1,6,-6
CC1C(C#N)=C(N)OC2=C1C(=O)CC(c1ccccc1)C2 (stereo unspecified),-7,-0.4,3,3,-1,15,100,1,0,4
COc1ccc(-n2nnc3c(=O)n(CC(=O)N4CCCC4)cnc32)cc1,-3,-0.6,-2,4,2,2,99,3,-7,1
O=C1C2C3C=CC(C3)C2C(=O)N1c1ccncc1 (stereo unspecified),.,-1.1,2,4,-9,4,102,1,1,0
CCCCNC(=O)CNC(=S)N(CCCN1CCOCC1)Cc1cccs1,-4,0.4,2,0,-10,-5,95,2,-3,5
CCN(C(=O)COC(=O)CNC(=O)c1ccc(C)cc1)c1c(N)n(Cc2ccccc2)c(=O)[nH]c1=O,-6,-1.4,2,11,-14,-1,97,1,3,13

# Laid out differently: results already given
compound	CaV13 ICDI inh	MC4R barr agon	ABHD5-PLIN5 inh	H9c2 protect	PDI inh	MC4R antag cAMP	ABCB6 inh MLPCN	N-glyco inh	Granule exo inh	HTR2A ag
CCOC(=O)C1(CCc2ccccc2)CCN(Cc2cnc(N(C)C)s2)CC1	1	-2.2	4	-10	0	2	99	-5	1	-7
CNc1nc(-c2ccc(Cl)cc2)cs1	-7	-1.1	-6	-16	5	1	110	-1	-3	-3
O=C(c1cc(Cl)ccc1Cl)N1CCOCC1	-8	1.1	2	-5	-6	-3	97	3	-4	-5

# (list continues)
SMILES,CaV13 ICDI inh,MC4R barr agon,ABHD5-PLIN5 inh,H9c2 protect,PDI inh,MC4R antag cAMP,ABCB6 inh MLPCN,N-glyco inh,Granule exo inh,HTR2A ag
CCn1c(C)nc2cc(C(=O)NNC(=O)CCC3CCCC3)ccc21,-6,-2.5,0,4,1,1,105,-1,-1,3
COC(=O)c1ccccc1S(=O)(=O)N1CCC(C(=O)OCC(=O)c2ccccc2OC)CC1,-8,0.6,3,-3,7,3,95,2,-3,2
CCCn1nnc(NC(=S)NC(=O)Cc2ccccc2)n1,-7,-2.2,2,-5,-1,7,94,-2,-3,-4
COc1nc2c(s1)C(=O)NCCC2,-7,0.4,2,-1,-2,2,106,1,0,-4
CC(C(=O)Nc1cc([N+](=O)[O-])ccc1Cl)N1CCN(c2ccccc2O)CC1 (stereo unspecified),-4,-0.6,1,8,4,-2,93,-2,2,-4
Cc1cccc(NC(=O)CCC(=O)N/N=C/c2ccco2)c1C,-6,-1.7,0,-3,2,5,102,0,-4,-1
Brc1ccccc1-c1nnc2sc(-c3ccc4c(c3)OCCO4)nn12,-5,-2.3,-8,20,-3,-8,104,9,-1,0
COc1ccc2cc(C3=CCCC3(C)C(=O)O)ccc2c1 (stereo unspecified),-7,-2.5,-6,-1,-10,11,105,1,8,-2
COC(=O)c1[nH]c2cc(OC)c(OC)cc2c1/C=N/Nc1ccccc1,-4,3.3,4,75*,1,-4,96,16,-3,5
Cc1cccc(C)c1NC(=O)C(C)N1CCCC1 (stereo unspecified),-5,-2.6,2,0,1,20,93,1,-6,-3
COc1ccc(CNC(=O)COC(=O)CCCOc2ccc(Cl)cc2Cl)cc1,-5,-0.9,2,-5,-6,-4,97,2,4,0
C=CCC[C@H](Cc1ccc(F)cc1)C(=O)OC[C@@H](Cc1c[nH]c2ccccc12)NC(=O)[C@H](CC=C)CC(=O)N[C@H](CO)Cc1ccccc1,-4,1.6,-2,11,7,16,92,-4,15,3
CCOC(=O)c1nnn(CC(=O)N2N=C(c3cc(C)ccc3C)CC2c2ccc(OC)cc2)c1C(=O)OCC (stereo unspecified),-5,0.4,9,-7,5,5,96,-1,9,-1
COc1ccc(/C=C2\N=C(c3ccccc3Cl)NC2=O)cc1,-19,6.8,6,-2,1,-3,94,?,6,0
COc1ccccc1NS(=O)(=O)c1ccc2oc(=S)[nH]c2c1,-2,-0.7,-8,-4,-2,0,96,2,-5,1
CC(OC(=O)Cn1cnc2ccccc2c1=O)C(=O)NCc1ccccc1 (stereo unspecified),-14,-1.1,-3,5,2,20,96,0,-5,-3
Cc1ccccc1NC(=S)N(CCN1CCCCC1)Cc1ccco1,0,3.5,2,-7,-3,31*,99,2,-3,-5
COc1ccc(C)cc1NC(=O)C1CCCN1C(=O)OCc1ccccc1 (stereo unspecified),-2,-0.2,-4,0,-9,9,105,0,1,-5

# Bioassay records as filed in PubChem BioAssay.
